# High-throughput results: PubChem, National Center for Advancing Translational Sciences (NCATS)
# RGS4 inh = Inhibitors of Regulator of G Protein Signaling (RGS) 4: qHTS; Regulator of G-protein signaling 4 (Homo sapiens), P49798; Transcreener GDP fluorescence polarization, RGS4-accelerated GTP hydrolysis; Potency, µM (highest dose often 114 µM), without a hit: at the top dose activity change, negative = inhibition, most hits filed as inhibitors; hit rate 0.039% among 390,000; AID 504845, 2011; also: potency is read from the fitted curve at half-maximal effect; % is scaled to controls: 0 for no effect and ±100 for the full control effect; nearly all actives have a fitted effect of over 75% in size; some results filed as inactive show a strong effect at the top dose
# Target sequence (P49798 whole entry, looked up): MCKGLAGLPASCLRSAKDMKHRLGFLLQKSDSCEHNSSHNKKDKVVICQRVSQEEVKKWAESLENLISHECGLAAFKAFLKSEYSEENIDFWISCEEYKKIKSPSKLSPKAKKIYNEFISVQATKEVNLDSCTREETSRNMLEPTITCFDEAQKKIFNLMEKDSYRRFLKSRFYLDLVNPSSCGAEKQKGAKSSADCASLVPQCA
#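 MLSMR compounds (23 nl, pin-transferred) preincubated 10 min at room temperature with a 500nM (2x) first reagent, then RGS4 at 900nM (2x) plus Transcreener GDP mix added; fluorescence polarization (620/688 nm) read before and after 90 min at 30 °C.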
# LDHA block = qHTS assay for inhibitors of human lactate dehydrogenase | L-lactate dehydrogenase A chain (Homo sapiens), P00338 | purified LDHA, NADH/diaphorase-resazurin fluorescence; hits give low values | activity change, % (values are at about 110 or 230 µM) | hit rate 0.15% among 480,000 | AID 1347041, 2019; in the data active = activity change below about -30%; inconclusive = mostly about -25% to -30%;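 also: plate controls were DMSO wells for no effect and wells without enzyme for full effect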
#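 LDH5 2 nM; NADH 0.06 mM, pyruvate 0.2 mM; 200 mM Tris pH 7.4, EDTA, Tween-20; 5 min RT. Detection: diaphorase 0.133 mg/mL + resazurin 37 µM, fluorescence ex540/em590 at 0 and 20 min; normalized to enzyme-free and DMSO wells.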
# GRP78 ERSR act = qHTS for Inducers of the Endoplasmic Reticulum Stress Response (ERSR) in Human Glioma: qHTS | U87-MG GRP78 promoter luciferase reporter, 16 h | hit rate 0.02% among 420,000 | Potency, µM, without a hit: at the highest dose activation, usual class: activators; also: potency is read from the fitted curve at half-maximal effect; series mostly up to about 76 µM; % of control where 0% means no effect; nearly all actives have a fitted effect of over 35% in size
#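 ERSR induction read as luciferase luminescence (Bright-Glo, 10 min at room temperature) in stably transfected human U87-MG glioma cells exposed to compounds for 16 h, using GRP78 as sensor.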
# ALOX12 inh = Primary qHTS assay for inhibitors of human arachidonate 12S-lipoxygenase (ALOX12): Round 2; Polyunsaturated fatty acid lipoxygenase ALOX12 (Homo sapiens), P18054; purified 12hLO, xylenol orange hydroperoxide absorbance; AID 1671190, 2021; hit rate 1.1% among 580,000; Potency, µM (highest dose often 108 µM), for inactives: top-dose activity change, negative = inhibition, most hits filed as inhibitors; also: potency is read from the fitted curve at half-maximal effect; % is scaled to controls: 0 for no effect and ±100 for the full control effect
#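 Hydroperoxide product was detected by ferrous iron/xylenol orange as the 573 to 405 nm absorbance ratio. Arachidonic acid at 40 uM (final) was turned over for 30 min at room temperature by 150 nM human 12hLO, pH 7.0 Hepes buffer, after 15 min compound preincubation.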
# Vif-A3F inh = qHTS for Inhibitors of Vif-A3F Interactions: qHTS; HeLa A3F-eYFP + Vif (tagged APOBEC3F with the HIV-1 protein that degrades it), YFP fluorescence increase; Potency, µM (top dose mostly 46.1 µM), for inactives: at the top dose activity, negative = active; hit rate 0.2% among 390,000; AID 602313, 2012; also: potency is read from the fitted curve at half-maximal effect; % of control where 0% means no effect; nearly all actives have a fitted effect of over 65% in size
#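 HeLa cells stably expressing Vif plus C-terminally eYFP-tagged A3F were seeded, incubated overnight at 37 deg C, dosed with compound, incubated overnight again at 37 deg C. Yellow fluorescence (Ex 488/Em 500-530) reported blocked Vif-mediated A3F-eYFP degradation.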
# ERG-DNA inh = qHTS for Small Molecule Inhibitors of the ERG Ets/DNA interaction; Potency, µM (doses to about 76.9 µM), for inactives: at the top dose FP activity, negative = inhibition, actives largely listed as inhibitors; AID 624246, 2012; hit rate 0.028% among 370,000; fluorescence polarization, His-ERG Ets domain / labelled DNA; active = well fitted inhibition curve with a large enough effect in the polarisation, with a control signal flat; inconclusive = small, poorly fitted or top-dose-only effect, or effect the other way, or a change in a side signal; inactive = no such curve, though single readings can be large or run the other way; the % refers to the polarisation;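 also: polarization taken with two DNA probes labelled with fluorescein and Texas red; potency is read from the fitted curve at half-maximal effect; % of control where 0% means no effect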
# Target sequence (P11308 whole entry, looked up, the tested form may be a part): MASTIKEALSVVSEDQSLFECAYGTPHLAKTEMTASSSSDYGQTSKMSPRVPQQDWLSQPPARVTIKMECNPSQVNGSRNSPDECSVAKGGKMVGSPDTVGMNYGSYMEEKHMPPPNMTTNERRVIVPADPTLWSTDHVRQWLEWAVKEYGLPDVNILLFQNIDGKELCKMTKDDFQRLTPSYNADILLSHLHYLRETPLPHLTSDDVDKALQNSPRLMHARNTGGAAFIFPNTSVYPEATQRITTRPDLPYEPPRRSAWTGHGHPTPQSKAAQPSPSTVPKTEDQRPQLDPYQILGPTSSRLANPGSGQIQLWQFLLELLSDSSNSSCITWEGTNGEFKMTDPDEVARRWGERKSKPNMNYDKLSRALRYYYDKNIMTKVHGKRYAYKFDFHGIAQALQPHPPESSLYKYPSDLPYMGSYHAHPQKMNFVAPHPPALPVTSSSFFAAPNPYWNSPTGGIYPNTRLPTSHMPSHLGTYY
#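 His-tagged ERG Ets domain (1 uM in the protein solution; 300mM KCl, 50mM Tris-HCl, 1mM EDTA, 1mM DTT, pH 7.5) received compound, then a probe mix of 5 nM fluorescein-DNA and 100nM Texas-615-DNA. Fluorescence polarization was read for both dyes.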
# D2 antagonist = HTS Assay for Allosteric Antagonists of the Human D2 Dopamine Receptor: Primary Screen for Antagonists; D(2) dopamine receptor (Homo sapiens), P14416; HEK293 TREx D2 cells, calcium flux, dopamine EC80; inhibition, % at 10 µM; hit rate 2% among 340,000; in the data active = inhibition above about 30%; also: 0% is about no effect
#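 HEK293 T-REx D2 cells, tet-induced, calcium dye no-wash. Cpd pintool add, 180 s kinetic, then EC80 DA, 180 s kinetic. Ca flux read.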
# D2 ag = HTS Assay for Allosteric Agonists of the Human D2 Dopamine Receptor: Primary Screen for Agonists; hit rate 0.53% among 340,000; D(2) dopamine receptor (Homo sapiens), P14416; activation, % at 2 µM; HEK293 T-REx D2 cells, calcium flux agonist mode;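 active = activation over 3 SD above normal in the single-dose calcium agonist read, cut at about 30% in these data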; also: 0% is about no effect
#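 Tetracycline-induced HEK293 T-REx cells with force-coupled D2 receptor, plated overnight at 30 C, loaded with no-wash calcium dye. After a 10 s baseline, compound was pin-added and calcium flux read kinetically for 180 s; calcium rises flagged agonists.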
# Vif-APOBEC3G blk = qHTS for Inhibitors of Vif-A3G Interactions: qHTS; AID 602310, 2012; hit rate 0.076% among 410,000; DNA dC->dU-editing enzyme APOBEC-3G (Homo sapiens), Q9HC16; Potency, µM (titrated, usually from 46.1 µM), inactives show top-dose activity, negative = active, hits mostly inhibitors; HeLa A3G-eYFP + Vif (tagged APOBEC3G with the HIV-1 protein that degrades it), YFP fluorescence, overnight;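 also: potency is read from the fitted curve at half-maximal effect; % is scaled to controls: 0 for no effect and ±100 for the full control effect; nearly all actives have a fitted effect of over 60% in size; hits raise eYFP signal because A3G escapes Vif-driven loss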
# Target sequence (Q9HC16 whole entry, looked up): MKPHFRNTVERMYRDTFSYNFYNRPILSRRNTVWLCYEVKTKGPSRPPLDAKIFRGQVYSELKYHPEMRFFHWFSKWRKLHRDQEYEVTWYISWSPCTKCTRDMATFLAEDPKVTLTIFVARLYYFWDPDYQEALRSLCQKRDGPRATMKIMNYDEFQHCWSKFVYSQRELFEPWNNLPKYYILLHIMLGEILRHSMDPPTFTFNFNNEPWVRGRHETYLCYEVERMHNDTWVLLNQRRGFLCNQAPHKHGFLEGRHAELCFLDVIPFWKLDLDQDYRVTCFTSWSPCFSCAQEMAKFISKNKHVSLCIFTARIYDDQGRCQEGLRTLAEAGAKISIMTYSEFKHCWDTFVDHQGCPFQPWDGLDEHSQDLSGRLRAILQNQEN
#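 Read-out is eYFP fluorescence (Ex 488/Em 500-530) from Vif-expressing HeLa A3G-eYFP cells; more signal means A3G escaped Vif-mediated degradation. Cells plated overnight, compound pinned in, incubated overnight at 37 deg C.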
# An asterisk follows results filed as active; ? = inconclusive; nt = not tested or not shown; & = joins results of further samples; [ ] = dose if it differs, or a comment. Unless noted, calls follow the shape of the dose curve; as a rule, active = well fitted curve in the direction sought with a large enough effect; inconclusive = small, poorly fitted or top-dose-only effect, or another doubt; inactive = no such curve, though single readings can be large; an effect the other way counts as inactive or inconclusive. Some of the compounds tested (hit frequency here may not be typical).
SMILES,RGS4 inh,LDHA block,GRP78 ERSR act,ALOX12 inh,Vif-A3F inh,ERG-DNA inh,D2 antagonist,D2 ag,Vif-APOBEC3G blk
Cc1ccc(S(=O)(=O)Nc2ccccc2C(O)c2ccccc2)cc1 (configuration not stated),-22%,-8,-4%,?,-6%,1%,-11,-0.5,2%
COc1ccc(NC(=O)Nc2ccc(C)cc2Br)c(OC)c1,5%,-3,-5%,?,1%,1%,-1,0.3,-1%
O=C(COc1ccc(Br)cc1Cl)N1CCN(c2ccccn2)CC1,6%,-4,-3%,2%,-5%,4%,0,0.1,2%
O=C(O)c1cc([N+](=O)[O-])ccc1N1CCCCC1,21%,-3,0%,-29%,-3%,4%,12,-0.2,0%
CC(C)n1c(-c2ccc(C(C)(C)C)cc2)n[nH]c1=S,-37%,-1,0%,16µM*,-2%,5%,-5,-0.6,-1%
Cc1ccc(S(=O)Cc2ccc(C(=O)N3CCN(C(=O)c4ccco4)CC3)o2)cc1 (configuration not stated),3%,-8,-2%,15%,-9%,-17%,-6,2.8,-1%
COc1ccc(CONc2ncnc3nonc23)cc1[N+](=O)[O-],-38%[56.9 µM],-2,-1%,-8%,-6%,2%,-2,1.3,0%
CCN1C(=O)[C@H]2[C@@H](c3ccc(Cl)cc3)N3C(=O)CN(CC4CC4)C(=O)[C@@]3(Cc3ccccc3)[C@H]2C1=O,6%,1,-4%,?,-3%,1%,-2,0.6,-3%
O=C(CN1CCCCC1)Nc1ccccc1-c1ccccc1,7%,-12,-2%,-5%,-1%,nt,-9,-3.4,0%
CCN1C(=S)N[C@@H](CCc2ccccc2)C(C(=O)OC)=C1C,-12%,-7,-2%,?,-2%,-1%,6,1.0,-9%
Cc1c(C(=O)N(C)CCC#N)oc2ccc(S(=O)(=O)N3CCOCC3)cc12,-8%[56.9 µM],-3,-1%,-7%,5%,-4%,14,0.2,-5%
Cc1cc(/C=C2/NC(=O)NC2=O)c(C)n1-c1ccc(C#N)cc1,?,-7,-3%,?,15%,-2%,10,0.1,0%
O=C(COc1ccc(Cl)cc1)NCC(c1ccco1)S(=O)(=O)c1ccc(F)cc1 (configuration not stated),-8%,5,-3%,4%,7%,-5%,nt,nt,1%
CC(=O)Nc1cc(N=Cc2ccc(O)cc2O)c(Cl)cc1Cl,?,9,-13%,nt,-19%,7%,-9,-0.6,?
COc1cc(/C=C2\C(=N)N3N=CSC3=NC2=O)cc(Br)c1OC(=O)c1ccco1,?,-1,3%,?,22µM*,-4%,15,-1.1,?
COc1ccccc1NS(=O)(=O)c1cc(NC(=O)c2cccs2)ccc1N1CCOCC1,-7%,5,-3%,2%,-21%,-4%,-1,0.7,-11%
COc1cc(CCC(=O)Nc2nnc(C)s2)cc(OC)c1OC,-5%,-1,-5%,19%,?,-8%,-4,-3.2,?
CCCN(C(=O)CSc1cc(-c2ccccc2)c2ccc(OC)cc2n1)C1CCS(=O)(=O)C1 (configuration not stated),-12%,-4,-7%,-8%,3%,?,2,-0.1,4%
C=CCOc1ccc(/C(CC)=N/O)c(OC)c1,-21%,-3,1%,-25%,1%,-11%,-8,0.3,-5%
Cc1ccc(NC(=O)CCC(=O)NNC(=O)C(c2ccccc2)c2ccccc2)c(C)c1,17%,-17,-4%,15%,-16%,-4%,11,0.1,0%
COC(C/C=C\[C@H](O)[C@@H](C)OCc1ccccc1)OC,8%,-4,-2%,2%,6%,3%,nt,nt,-2%
COc1cccc(N2CCN(S(=O)(=O)c3cccc4cccnc34)CC2)c1,-10%,-10,-2%,-6%,16%,1%,0,-0.6,-9%
CC(C)/C=N\NC(=O)CCCCC(=O)N/N=C/C(C)C,-1%,-5,1%,-4%,-3%,-5%,13,1.2,0%
Cc1cc(NC(=O)CN2CCN(S(=O)(=O)c3ccc4ccccc4c3)CC2)no1,-3%,0,-3%,0%,4%,-1%,-7,0.4,-4%
CCC(C)n1c(=O)c2sccc2n2c(CCCC(=O)NCc3ccccc3Cl)nnc12 (configuration not stated),5%,-11,0%,-3%,5%,-3%,nt,0.0,-3%

# Some entries already given, limited to RGS4 inh and D2 ag:
Compound | RGS4 inh | D2 ag
C=CCOc1ccc(/C(CC)=N/O)c(OC)c1 | -21% | 0.3
Cc1ccc(NC(=O)CCC(=O)NNC(=O)C(c2ccccc2)c2ccccc2)c(C)c1 | 17% | 0.1
COC(C/C=C\[C@H](O)[C@@H](C)OCc1ccccc1)OC | 8% | nt
COc1cccc(N2CCN(S(=O)(=O)c3cccc4cccnc34)CC2)c1 | -10% | -0.6
CC(C)/C=N\NC(=O)CCCCC(=O)N/N=C/C(C)C | -1% | 1.2
Cc1cc(NC(=O)CN2CCN(S(=O)(=O)c3ccc4ccccc4c3)CC2)no1 | -3% | 0.4

# Pulled by compound from above (2):
SMILES,RGS4 inh,LDHA block,GRP78 ERSR act,ALOX12 inh,Vif-A3F inh,ERG-DNA inh,D2 antagonist,D2 ag,Vif-APOBEC3G blk
CC(=O)Nc1cc(N=Cc2ccc(O)cc2O)c(Cl)cc1Cl,?,9,-13%,nt,-19%,7%,-9,-0.6,?
COC(C/C=C\[C@H](O)[C@@H](C)OCc1ccccc1)OC,8%,-4,-2%,2%,6%,3%,nt,nt,-2%

# (further entries)
SMILES,RGS4 inh,LDHA block,GRP78 ERSR act,ALOX12 inh,Vif-A3F inh,ERG-DNA inh,D2 antagonist,D2 ag,Vif-APOBEC3G blk
CCOc1cccc2cc(C(=O)N3CC(C)OC(C)C3)c(=O)oc12 (configuration not stated),0%,-3,-3%,11%,9%,-1%,3,2.7,1%
COc1ccc(N2CCN(CC(=O)Nc3nc(C)cs3)CC2)cc1,-28%,-24,0%,-69%,4%,-6%,-16,0.0,0%
COC(=O)c1ccc(C2c3c(oc4ccccc4c3=O)C(=O)N2CCCN2CCOCC2)cc1 (configuration not stated),?,1,-3%,?,5%,-5%,-13,-1.1,1%
O=c1ccc(-c2ccccc2)nn1Cc1ccc(F)cc1Cl,16%&9%,1&-3,-5%&0%,?,1%&-6%,-4%&-1%,11,-1.6,-19%&-3%
C=CCNC(=S)N/N=C(\C)c1ccc(OC)cc1,6%,-3,-3%,40µM*,10µM*,-16%,-4,0.6,1%
COc1ccc(NC(=O)C(CC(C)C)NS(=O)(=O)c2ccc3c(c2)oc(=O)n3C)cc1Cl (configuration not stated),17%,-10,-1%,-45%,0%,-8%,nt,nt,-1%
CCOc1ccc(C(=O)NC(=S)NCc2cccnc2)cc1,-4%,-3,-1%,-21%,-2%,3%,-1,0.4,-2%
O=c1oc(-c2ccccc2)nc2ccsc12,-27%,-4,-2%,-6%,0%,3%,25,0.1,-5%
CCOC(=O)c1c(N)n[nH]c1-c1ccccc1,6%,-1,-2%,3%,0%,-8%,-8,-0.9,-1%
COc1ccc(C/C(N)=N/OC(C)=O)cc1OC,-21%,-1,-3%,19%,1%,-4%,7,0.6,1%
Cc1cc(SCC(=O)NCCC2=CCCCC2)nc2ccccc12,3%,2,0%,?,-7%,-8%,3,-0.3,0%
O=C(Cn1nnc2ccccc2c1=O)Nc1ccc2c(c1)CCC2,24%,-6,1%,0%,2%,nt,-4,0.6,-14%
Cc1cc(C)cc(N(CCC#N)C(=O)CSC2=Nc3ccccc3C3CC=NN23)c1 (configuration not stated),-16%,-2,-2%,3%,-4%,5%,-4,0.1,0%
COc1ccccc1NC(=O)COc1coc(CN2CCN(c3ccccc3)CC2)cc1=O,19%,1,0%,-10%,-7%,17%,6,-1.2,0%
CCCCOc1ccc(N(CC(=O)NC2CCCCC2)C(=O)CCC(=O)Nc2ccccn2)cc1,-31%,-4,1%,-3%,2%,-5%,-3,-1.5,-1%
Cc1cccc(N2CCN(C(=O)c3ccc4ccccc4c3)CC2C)c1 (configuration not stated),11%,1,1%,-28%,-14%,10%,nt,nt,?
O=C(COC(=O)Cc1ccc(S(=O)(=O)N2CCOCC2)s1)NCc1ccc(Cl)cc1,20%,-2,-4%,-31%,1%,-5%,4,0.6,-5%
COC(=O)CSc1nc(NC(C)(C)C)nc(N(C)C)n1,7%,-11,3%,4%,-5%,13%,3,0.8,-5%
CC(=O)Nc1cc(NC(C)=O)cc(C(=O)OC(C)C(=O)Nc2ccc(S(=O)(=O)N3CCCC3)cc2)c1 (configuration not stated),-13%,-2,-3%,?,-12%,-4%,2,-0.3,1%
